OXTR ag: agonists of human oxytocin receptor; activation, % at 3 µM; P30559; AID 2435; hit rate 0.32% among 320,000; CHO-OTR cells, Fluo-8 calcium fluorescence; normalized: DMSO 0%, oxytocin 100%;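 active means activation above the mean of all tested compounds plus 3 SD, cutoff set per screening run, cut at about 20% in these data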;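 further: peak over basal fluorescence ratio from a 100 s FLIPR kinetic read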
Target sequence (P30559 whole entry, looked up): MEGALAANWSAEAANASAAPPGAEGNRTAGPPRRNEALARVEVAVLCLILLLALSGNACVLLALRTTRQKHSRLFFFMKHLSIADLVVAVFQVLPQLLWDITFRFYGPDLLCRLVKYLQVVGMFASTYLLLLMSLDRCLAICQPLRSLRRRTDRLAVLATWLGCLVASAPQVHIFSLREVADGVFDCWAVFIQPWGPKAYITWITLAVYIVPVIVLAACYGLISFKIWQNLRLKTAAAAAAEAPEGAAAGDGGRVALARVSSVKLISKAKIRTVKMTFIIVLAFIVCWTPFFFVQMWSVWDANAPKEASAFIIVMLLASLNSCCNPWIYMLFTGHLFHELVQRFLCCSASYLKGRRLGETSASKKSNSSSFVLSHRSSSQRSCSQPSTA
GalR3 antag: human GalR3 antagonism; hit rate 0.44% among 360,000; O60755; inhibition, % at 3 µM; HEK293 GalR3-CNG cAMP membrane potential fluorescence; galR3 body fused to GalR1 C-terminus; AID 651719;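 active means inhibition above the screen-wide average plus 3 SD, cut at about 13% in these data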;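 further: forskolin and galanin both at EC90 stimulate the cells; cAMP rise reported by CNG channel membrane potential dye signal; 0% = forskolin plus galanin with DMSO and 100% = forskolin alone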
V1aR counter: V1a receptor agonism, counter-screen for OXTR agonists | P37288 | CHO-V1R cells, Fluo-8 calcium fluorescence, agonist mode; 0% DMSO, 100% 3 nM vasopressin | activation, % at 3 µM | hit rate 0.25% among 320,000 | AID 2797;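 active means activation above the mean activation of all tested compounds plus 3 SD, per screening run, cut at about 20% in these data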;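 further: signal is peak over basal fluorescence ratio across a 100 second FLIPR read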
Numbers without * were called inactive; & = joins results of further samples. Some of the compounds tested; rates above refer to the full screens.

Each structure is followed by: OXTR ag | GalR3 antag | V1aR counter
COC(=O)C1=C(c2ccc(OC)c(OC)c2)C[C@@H]2CC[C@H]1N2C(=O)NCCO
  0.9 | 0.5 | -0.1
COC(=O)C1=C(c2ccc(OCc3ccccc3)cc2)C[C@@H]2CC[C@H]1N2C(=O)NCCCc1ccccc1
  0.1 | -2.2 | 0.4
CCC(=O)C(CCN1CCOCC1)(c1ccccc1)c1ccccc1
  -1.1 | -5.8 | -0.4
O=[N+]([O-])c1cnc[nH]1
  0.1 | 3.9 | -0.1
C[C@]12CCC3C(CC[C@H]4C[C@@H](O)CC[C@]34C)C1CC[C@@H]2N (some centres not stated)
  0.0 | -1.4 | 0.0
Cc1nc2ccc(Br)cc2c(=O)n1-c1ccc([N+](=O)[O-])c(C(F)(F)F)c1
  8.4 | -3.8 | 9.7
CCOC(=O)C1(c2ccccc2)CCN(CCC(=O)Nc2ccc(C(=O)OC)cc2)CC1
  5.3 | -5.2 | 3.5
CCC[C@H](N[C@@H](CCC)[C@H](O)c1ccccc1)[C@H](O)c1ccccc1
  -2.9 | -3.9 | -0.1
COC(=O)C1=C(c2ccc3ccccc3c2)C[C@@H]2CC[C@H]1N2C(=O)N1CCCCC1
  -1.0 | -5.0 | -1.4
COC(=O)C1=C(c2ccc(F)cc2F)C[C@@H]2CC[C@H]1N2C(=O)NCc1ccc(F)cc1
  -2.1 | -0.9 | -1.1

A portion from the list above, as a working copy:
Each structure is followed by: OXTR ag | GalR3 antag | V1aR counter
Cc1nc2ccc(Br)cc2c(=O)n1-c1ccc([N+](=O)[O-])c(C(F)(F)F)c1
  8.4 | -3.8 | 9.7
CCOC(=O)C1(c2ccccc2)CCN(CCC(=O)Nc2ccc(C(=O)OC)cc2)CC1
  5.3 | -5.2 | 3.5
CCC[C@H](N[C@@H](CCC)[C@H](O)c1ccccc1)[C@H](O)c1ccccc1
  -2.9 | -3.9 | -0.1
COC(=O)C1=C(c2ccc3ccccc3c2)C[C@@H]2CC[C@H]1N2C(=O)N1CCCCC1
  -1.0 | -5.0 | -1.4
COC(=O)C1=C(c2ccc(F)cc2F)C[C@@H]2CC[C@H]1N2C(=O)NCc1ccc(F)cc1
  -2.1 | -0.9 | -1.1

Record cards, as listed above:
CCC(=O)C(CCN1CCOCC1)(c1ccccc1)c1ccccc1 across the screens: OXTR ag: -1.1; GalR3 antag: -5.8; V1aR counter: -0.4
Cc1nc2ccc(Br)cc2c(=O)n1-c1ccc([N+](=O)[O-])c(C(F)(F)F)c1 across the screens: OXTR ag: 8.4; GalR3 antag: -3.8; V1aR counter: 9.7

The results go on.
Each structure is followed by: OXTR ag | GalR3 antag | V1aR counter
COc1ccc(C(=O)Nc2cccc(S(=O)(=O)NCc3ccco3)c2)cc1
  1.2 | -5.2 | 2.3
C[C@]12CC[C@H](O)CC1=CC(=O)C1C2CC[C@]2(C)C(=O)[C@H](O)CC12 (some centres not stated)
  1.1 | -3.8 | 0.4
C[C@]12CC[C@H](OS(=O)(=O)O)CC1=CC[C@@H]1[C@@H]2CC[C@]2(C)C(=O)CC[C@@H]12
  -0.1&0.7 | -3.3 | 0.1&0.2
CCOP(=O)(OCC)OCC
  0.0 | -1.1 | -0.2
COC(=O)C1=C(c2ccc(F)cc2OCc2ccccc2)C[C@@H]2CC[C@H]1N2C(=O)NCc1cccc(F)c1
  1.0 | -9.0 | 1.5
